TNF death inh: blocks TNF-alpha induced death of Jurkat FADD-/- cells | Jurkat FADD-/- TNF necroptosis rescue, ATP luminescence, 24 h; 0 = TNF only, 100 = no-TNF cells | actives 0.068% (n = 220,000) | AID 463075 | activation (protection from cell death), % at 10 µM;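 active = activation, meaning protection from cell death, of at least 50% relative to plate controls; inactive = activation below 50%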;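 also: necroptosis triggered by 40 ng/mL TNF-alpha added together with compound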
Hck-Nef inh: blocks Nef-activated human Hck kinase | Recombinant Hck-YEEI plus Nef, Z-Lyte FRET kinase assay | inhibition, % at 20 µM | actives 0.68% (n = 220,000) | AID 463187;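 active = Hck-Nef kinase inhibition above about 50%, limit read from the data; inactive = inhibition below that limit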;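 also: 0% = DMSO with Hck plus Nef and 100% = Hck alone without Nef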
Runt-CBFb FRET: blocks binding of human RUNX1 Runt domain to CBFb | Q01196+Q13951 | Cerulean-Runt/Venus-CBFb FRET ratio 530/480, 1 h | inhibition, % at 20 µM | actives 0.46% (n = 220,000);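 active = inhibition over about 50% at 20 µM in the single-dose screen, limit read from the data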;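 also: 0% = DMSO wells and 100% = excess unlabeled CBFb competitor control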
Target sequence (Q01196 whole entry, looked up, the tested form may be a part): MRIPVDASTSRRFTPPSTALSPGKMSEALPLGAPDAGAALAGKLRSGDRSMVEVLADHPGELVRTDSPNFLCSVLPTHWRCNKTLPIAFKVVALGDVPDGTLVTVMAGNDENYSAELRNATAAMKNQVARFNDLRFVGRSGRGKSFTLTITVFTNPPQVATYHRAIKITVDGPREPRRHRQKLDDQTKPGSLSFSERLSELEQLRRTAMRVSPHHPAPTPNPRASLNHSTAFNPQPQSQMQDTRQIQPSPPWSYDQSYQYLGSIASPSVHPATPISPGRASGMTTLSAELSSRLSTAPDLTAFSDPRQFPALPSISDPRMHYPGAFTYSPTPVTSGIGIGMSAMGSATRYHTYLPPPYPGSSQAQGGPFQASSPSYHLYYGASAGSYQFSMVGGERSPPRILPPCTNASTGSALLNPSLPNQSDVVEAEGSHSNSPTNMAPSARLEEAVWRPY
Target sequence (Q13951 whole entry, looked up, the tested form may be a part): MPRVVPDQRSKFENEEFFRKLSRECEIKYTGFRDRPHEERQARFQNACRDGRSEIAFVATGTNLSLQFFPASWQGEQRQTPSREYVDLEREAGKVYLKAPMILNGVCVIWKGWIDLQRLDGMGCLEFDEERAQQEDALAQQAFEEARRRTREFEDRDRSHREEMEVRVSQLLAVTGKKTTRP
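Assay system: Cerulean-tagged RUNX1 Runt domain (FRET donor) fusion protein / Amount: 100 nM each of Venus-CBFb and Cerulean-Runt domain / Medium: Tris buffer pH 7.5 with salts and BSA / Also added: Venus-CBFb 100 nM / Schedule: 1 h complex formation plus 1 h compound treatment, room temperature / Signal: FRET fluorescence / Read-out: loss of energy transfer signal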
Runt-SMMHC FRET: Runt domain-CBFb-SMMHC interaction inhibition | AID 1434 | Q01196+Q13951 | inhibition, % at 20 µM | actives 0.74% (n = 220,000) | Cerulean-Runt/Venus-CBFb-SMMHC FRET ratio 530/480, 1 h;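 active = mean inhibition across duplicate retests at 20 µM reaching about 50%, limit read from the data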;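 also: 0% = DMSO wells and 100% = wells with excess untagged CBFb-SMMHC; inhibitors lower the FRET ratio by blocking Runt binding to CBFb-SMMHC; some results filed as inactive read as strong as hits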
PGE2 EP2 inh: inhibitors of human EP2 prostaglandin E2 receptor; P43116; C6 glioma cells expressing human EP2, cAMP TR-FRET; cells stimulated with saturating PGE2; inhibition, % at 25 µM; actives 0.52% (n = 260,000); AID 1422;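 active = percent inhibition above 40 after rounding to a whole number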;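 also: rat C6 glioma host cells with rolipram phosphodiesterase inhibitor present; the protocol text gives 20 µM as final concentration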
L929 necroptosis: L929 zVAD cell death inhibition; viability rescue, % at 10 µM; L929 zVAD necroptosis rescue, ATP luminescence, 24 h; with zVAD 60 µM; actives 0.38% (n = 220,000);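 active = activation, scaled between plate controls, above about 75%, limit read from the data; inactive = activation under that limit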;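 also: 0% = zVAD with DMSO and 100% = DMSO alone without zVAD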
RBBP9 inhibitor: blocks human serine hydrolase RBBP9. AID 1515. O75884. recombinant RBBP9, FP-Rh probe fluorescence polarization. actives 0.2% (n = 220,000). inhibition, % at 7.94 µM;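 active = inhibition above the campaign mean of all tested compounds plus 3 SD, cut at about 14% in these data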;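 also: plate controls were DMSO wells with RBBP9 for no effect and wells lacking RBBP9 protein for full effect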
Target sequence (O75884 whole entry, looked up): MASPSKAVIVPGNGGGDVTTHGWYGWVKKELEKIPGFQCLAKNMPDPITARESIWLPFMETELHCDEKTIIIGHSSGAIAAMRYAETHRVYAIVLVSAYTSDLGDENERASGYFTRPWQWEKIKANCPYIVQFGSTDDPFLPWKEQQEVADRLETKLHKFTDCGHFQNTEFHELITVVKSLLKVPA
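Measured by – fluorescence polarization · Test system – RBBP9 protein · Input – 2.5 µM RBBP9 dispensing solution, before mixing · Measure – percent inhibition from mP, scaled between DMSO and no-protein wells · Benchmarks – DMSO-treated enzyme wells and wells lacking RBBP9 · Times – preincubation 30 min plus labeling 45 min at 25 °C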
EP2 mod: EP2 receptor (human) modulation. induction, % at 25 µM. AID 940. EP2-expressing cells, cAMP HTRF FRET, PGE2 co-stimulation. P43116. actives 0.83% (n = 260,000);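 active = compounds whose cAMP rise, as percent of the full-agonist control response, exceeds 60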;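 also: rat C6 glioma line stably carrying human EP2 under a CMV promoter; the protocol text gives 20 µM as final concentration; 100% = response of wells given 1 µM PGE2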
PERK inhibitor: human PERK inhibition, primary cell-based screen; Q9NZJ5; CHO PERK-DD fusion, SEAP luminescence translation reporter; inhibition, % at 5.6 µM; actives 0.17% (n = 220,000);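 active = inhibition above the mean inhibition of all tested compounds plus 3 SD, set separately per screening campaign, cut at about 2.9% in these data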;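 also: PERK kinase domain activated by AP20187 dimerizer at 100 nM; 0% = DMSO with dimerizer and 100% = rapamycin at 8.4 µM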
Starred values were filed as active, the others as inactive; / = no result given; & = joins results of further samples. Some of the compounds tested; rates above refer to the full screens.

Molecule,TNF death inh,Hck-Nef inh,Runt-CBFb FRET,Runt-SMMHC FRET,PGE2 EP2 inh,L929 necroptosis,RBBP9 inhibitor,EP2 mod,PERK inhibitor
COc1ccc(S(=O)(=O)N2CCCCCC2)cc1NC(=O)Cc1cc(OC)c(OC)c(OC)c1,1.3,-23,-4,-1,11,0.0,-7,10,-0.5
CCCc1cc(-c2[nH]ncc2-c2ccc(C(=O)OCC)o2)c(O)cc1O,-12,32,3,-2,10,0.0,-8,17,0.1
N#Cc1cn(Cc2ccccc2)c2ccccc12,-1.1,12,0,-1,6,-1.2,-8,63*,-0.5
COCCN1CCn2c(nc3cc(NC(=O)c4ccc(OC)cc4)ccc32)C1,-1.3,5,2,-1,0,0.2,-14,-11,-0.2
CCOC(=O)N1CCN(CCC(=O)Nc2ccc(OC(F)(F)F)cc2)CC1,0.0,1,-4,2,26,-0.4,-1,5,0.1
O=C(CCC1CCCN(C(=O)CCC(F)(F)F)C1)NCc1ccc(F)c(F)c1 (stereo unspecified),1.4,17,0,2,12,-1.2,-10,17,-0.1
CCOc1ccccc1Nc1ccc(C(=O)O)cc1NC(C)=O,2.4,0,0,1,9,1.4,3,4,1.2
Cc1onc(-c2c(Cl)cccc2Cl)c1C(=O)N/N=C(\N)COc1ccc(Cl)cc1,-17,2,4,6,14,2.7,-5,9,0.0
COc1ccccc1CNC(=O)CCn1c(=O)sc2ccccc21,1.2,-3,-1,6,8,1.0,-6,15,0.6
CCn1c(SCC(=O)N2CCCCC2C)nc2ccsc2c1=O (stereo unspecified),-0.2,0,1,1,6,-0.5,-6,-19,-0.5
O=C1c2ccccc2C(=O)N1CCCCN(C(=O)c1cc([N+](=O)[O-])ccc1Cl)c1ccc(Cl)cc1,-0.9,-1,1,-1,3,-1.1,-9,47,-0.4
CN1CCN(C(=O)c2c(O)c3cccc4c3n(c2=O)CC4)CC1,0.2,3,3,5,12,-0.7,-3,6,0.4
Cn1c(=O)oc2cc(S(=O)(=O)N3CCCC(C(=O)Nc4ccc5c(c4)OCCO5)C3)ccc21 (stereo unspecified),-0.9,-4,2,-4,15,-0.1,-9,-19,-1.5
C/C(=N\OC(=O)c1cccc(C(F)(F)F)c1)c1sc(-c2ccccc2)nc1C,-4.6,1,0,-8,/,0.2,0,18,1.9
Cc1ccc(-c2nnc(SCC(=O)OC(C)C)n2N)cc1,-0.4,0,0,2,0,0.1,2,22,-0.5

The list goes on.
Molecule,TNF death inh,Hck-Nef inh,Runt-CBFb FRET,Runt-SMMHC FRET,PGE2 EP2 inh,L929 necroptosis,RBBP9 inhibitor,EP2 mod,PERK inhibitor
Cc1cc(NC(=O)COC(=O)c2cccc(S(=O)(=O)N3CCOCC3)c2)no1,0.6,1,-2,-8,11,-0.1,-9,4,0.8
O=C(Cn1nc(Cc2ccncc2)c2ccccc2c1=O)Nc1cccnc1Cl,0.0,23,3,-2,6,0.3,3,9,0.6
CC(=O)Nc1ccc(/C=C2\Sc3ccccc3C2=O)cc1,-4.3,11,-4,-3,9,1.0,3,20,0.3
S=C(NCC(c1ccco1)N1CCCC1)Nc1ccccc1 (stereo unspecified),0.1,20,2,-1,4,0.8,-6,19,0.8
Cc1ccc(S(=O)(=O)CCC(=O)OCC(=O)N2CC(=O)Nc3ccccc32)cc1,1.4,4,1,-1,4,-0.6,-6,-6,1.0
Cc1cc(N2CCN(S(=O)(=O)c3ccc(Cl)c(Cl)c3)CC2)c2ccccc2n1,-2.8,-26,-6,-8,7,-0.7,-14,-44,-1.5
O=C(Nc1cc(C(F)(F)F)ccc1Cl)C(NCc1ccccc1)c1ccccc1 (stereo unspecified),2.0,-2,-3,3,0,-0.5,-12,37,-1.1
O=C(COC(=O)c1cnccn1)NCc1ccccc1,0.3,1,0,1,4,0.5,-4,33,1.1
O=C(/C=C/c1cccc([N+](=O)[O-])c1)NC(=S)Nc1ccc(CN2CCOCC2)cc1,1.0,3,2,4,11,0.1,-4,-1,0.8
Cc1nnc(NC(=O)C(C)Oc2ccc3c(C)cc(=O)oc3c2)s1 (stereo unspecified),-1.3,0,1,-4,19,0.0,-11,2,0.1
Cc1c(NC(=S)N/N=C\c2ccccc2O)c(=O)n(-c2ccccc2)n1C,1.3,4,6,9,1,0.2,1,-16,1.2
CCOC(=O)Cc1csc(NC(=O)c2cc(=O)c3ccccc3o2)n1,0.1,9,-2,-2,9,0.0,-2,84*,1.8
Nc1c(C(=O)c2ccccc2)sc2nsc(SCCN3CCCC3)c12,-15,-37,-33,-142,6,17,2,-50,0.5
COc1ccccc1CN(C)CC(=O)Nc1ccc(Cl)cc1C(F)(F)F,1.1,1,-4,-7,1,2.1,-6,28,0.2
CCCCCCCC(=O)N/N=C(\C)c1cccnc1,0.4,-6,0,2,8,/,-4,8,1.6

Next compounds.
Molecule,TNF death inh,Hck-Nef inh,Runt-CBFb FRET,Runt-SMMHC FRET,PGE2 EP2 inh,L929 necroptosis,RBBP9 inhibitor,EP2 mod,PERK inhibitor
COc1cc2c(cc1OC)C(C)=NCC2,0.4,9,-1,-5,23,0.3,-2,7,1.6
CC1CCN(CC(O)COC2CC(C)CCC2C(C)C)CC1 (stereo unspecified),-2.4,16,3,-3,4,-1.3,-8,-48,-0.4
Cn1c(-c2cc3c(C(F)(F)F)nn(C)c3s2)n[nH]c1=S,-3.1,0,10,27,12,1.6,-4,24,0.0
CN1CCC(OC(=O)COc2ccc(Br)cc2)CC1,1.0,-22,1,4,9,1.4,-1,-10,0.1
O=C(CSc1nc2ccccc2c(=O)[nH]1)N1CCOCC1,0.5,9,-1,-1,4,1.3,-8,27,0.7
CCOC(=O)C1(C)/C(=N/Nc2ccc(Cl)cc2)C(=O)C(=O)N1c1ccccc1 (stereo unspecified),-1.4,-21,21,18,3,0.9,7,61*,2.5
COc1ccc(-c2nc(N)ncc2Oc2ccccc2Br)c(O)c1,-6.4,3,-4,-3,23,44,-7,39,-0.6
Cc1cc(-n2c(C)cc(C(=O)CN3C(=O)NC4(CCCCCC4)C3=O)c2C)no1,2.1,1,-1,4,10,-0.7,-3,-5,-1.5
CC(NC(=O)c1ccccc1NC(=O)c1ccco1)C(=O)O (stereo unspecified),0.9,0,3,-3,9,1.1,-2,0,-0.5
O=C(C1COc2ccccc2O1)N1CCN(c2ccccc2F)CC1 (stereo unspecified),-1.0,1,-1,2,15,0.5,1,-26,0.0
C=CCC1c2cccc(C(=O)O)c2C(=O)N1c1ccc(Cl)cc1 (stereo unspecified),0.0,9,-1,-1,9,-1.5,4,-13,0.7
CN(C)CCOc1ccccc1C(C)(C)C,1.0,2,1,-1,8,-0.4,-1,19,-0.3
O=C(Cc1ccc(Cl)cc1)Nc1ccc(-c2nnc(-c3ccco3)o2)cc1,1.2,4,13,8,9,55,-13,53,-0.8
C=CCc1ccccc1OCC(=O)OCCNC(=O)c1cccnc1,0.8,0,4,-1,13,2.3,-6,8,1.3
CCN1CCN(C(=S)c2ccc(Br)cc2)CC1,-2.8,1,45,54,6,0.2,-4,-7,0.9

Going on with the list:
Molecule,TNF death inh,Hck-Nef inh,Runt-CBFb FRET,Runt-SMMHC FRET,PGE2 EP2 inh,L929 necroptosis,RBBP9 inhibitor,EP2 mod,PERK inhibitor
Cc1cc(S(=O)(=O)N(Cc2ccc(C(C)(C)C)cc2)Cc2cccs2)ccc1-n1cnnn1,4.5,-2,-9,-1,1,2.7,-6,7,0.5
CCOC(=O)CSC1=NC(=O)/C(=C/c2ccc(Br)cc2)S1,-12,36,-8,-8,15&10,1.0,-11,-84&-70,0.9
O=C(CNC(=O)c1ccccc1)OCC(=O)N1N=C(c2ccc(Cl)cc2)CC1c1ccco1 (stereo unspecified),-3.4,-9,0,-2,3,0.0,-1,21,0.3
CC(COc1ccccc1)N1CCC(CO)(CCc2ccccc2)CC1 (stereo unspecified),6.2,14,0,0,4,-0.8,3,-42,-1.2
O=C(Nc1cccc(Oc2ccc3c(c2)C(=O)NC3=O)c1)c1cccs1,0.2,4,-1,2,5,87*,-10,-5,-0.6
O=C(C1=C[C@@H](C2CC2)C[C@@H](OCCCCO)O1)N1CCOCC1,0.2,-11,2,5,8,-0.3,-4,4,0.2
CNC(=O)c1ccsc1NC(=O)c1sc2ccccc2c1Cl,-2.0,-3,-6,-10,15,/,-26,-53,-0.2
CCNS(=O)(=O)c1ccc(CCC(=O)NCc2ccc(C)cc2)cc1,1.8,11,-1,-2,2,0.9,-7,14,0.1
CCCCn1c(=NC(=O)c2cccnc2)c(C#N)cc2c(=O)n3cccc(C)c3nc21,-5.8,10,124*,58*,/,-0.2,-15,-10,-0.5
O=C1c2cccnc2Nc2ccccc2N1CCCF,-5.3,2,0,-8,19,0.9,-8,32,1.4
CC(=O)Nc1ccc(S(=O)(=O)NNC(=O)c2ccc(C)cc2)cc1,-0.1,6,1,4,13,-0.9,-11,7,-0.1
COc1ccc(N2C(=O)CC(N(CCc3ccc(OC)c(OC)c3)C(=S)Nc3ccccc3)C2=O)cc1 (stereo unspecified),1.9,8,0,2,3,0.1,-5,-8,0.0
CN(C)CCn1c(=O)n(-c2ccc(F)cc2)c(=O)c2c3c(sc21)CCCCC3,-0.3,0,1,2,8,-0.7,-2,5,-2.2
CCOC(=O)c1c(NC(=O)CSC(=S)N(C)C)sc(C)c1C,4.0,-4,-5,-1,9,/,2,66*,0.0
CCOc1ccccc1CN1CCN(Cc2[nH]c3ccccc3c2C)CC1CCO (stereo unspecified),6.0,19,-2,-1,3,0.8,-1,-28,-1.2

Going on with the list.
Molecule,TNF death inh,Hck-Nef inh,Runt-CBFb FRET,Runt-SMMHC FRET,PGE2 EP2 inh,L929 necroptosis,RBBP9 inhibitor,EP2 mod,PERK inhibitor
CCn1ncc(CNC(=O)c2cccc([N+](=O)[O-])c2)c1C,0.9,0,2,-1,3,0.2,-7,0,1.3
COc1ccc(S(=O)(=O)n2nc(OC(=O)c3ccccc3Br)cc2N)cc1,0.1,22,-1,0,/,-0.4,9,3,1.2
Cn1c(N)c(C(=O)CSc2nc3ccccc3[nH]2)c(=O)n(C)c1=O,0.3,14,2,3,6,1.8,-7,-6,0.4
CS(=O)Cc1cc(Sc2ccccc2)nc(-c2cccnc2)n1 (stereo unspecified),0.4,29,0,0,5,-0.2,-5,-14,0.3
Fc1ccc(/C=C\c2nccc3c2[nH]c2ccccc23)cc1,-0.3,27,12,37,17,6.0,-12,-30,-0.1
Cn1c(SCc2ccc(Br)cc2)nnc1-c1ccncc1,-1.6,0,1,0,6,0.9,-2,13,0.5

Compounds listed so far containing a tert-butyl group:
Molecule,TNF death inh,Hck-Nef inh,Runt-CBFb FRET,Runt-SMMHC FRET,PGE2 EP2 inh,L929 necroptosis,RBBP9 inhibitor,EP2 mod,PERK inhibitor
CN(C)CCOc1ccccc1C(C)(C)C,1.0,2,1,-1,8,-0.4,-1,19,-0.3
Cc1cc(S(=O)(=O)N(Cc2ccc(C(C)(C)C)cc2)Cc2cccs2)ccc1-n1cnnn1,4.5,-2,-9,-1,1,2.7,-6,7,0.5

From PubChem BioAssay
